Cardiac RTF inh = cardiac RTF calcium sensitivity inhibitors, primary screen, biochemical, IANBD-TnC fluorescence, EC70 calcium | hit rate 0.12% among 340,000 | inhibition, % at 7.15 µM | AID 493244, 2011 | IANBD-labeled cardiac RTF, Ca2+ fluorescence;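 active = inhibition above the mean inhibition of all tested compounds plus 3 SD, cut at about 17% in these data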;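 note: assay run at fixed EC70 calcium of 1.6 mM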
RTF Ca sens act = cardiac RTF calcium sensitivity activators, primary screen, biochemical, IANBD-TnC fluorescence, EC20 calcium; Troponin I, cardiac muscle (Homo sapiens) + Troponin T, cardiac muscle (Homo sapiens) + …; IANBD-labeled TnC RTF fluorescence at EC20 calcium; 0% EC20 calcium, 100% full calcium; activation, % at 7.2 µM; hit rate 0.24% among 340,000;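 active = activation above the mean over all tested compounds plus 3 SD, cut at about 30% in these data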;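 note: rise in fluorescence read as greater calcium sensitivity of cardiac thin filaments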
Wnt act = Wnt/beta-catenin pathway activators, primary screen, cell-based, plate reader, single point; activation, % at 9.35 µM; hit rate 1.2% among 300,000; Wnt/beta-catenin reporter cell assay, activator; in the data active = activation above about 30%, passing the limit was not always enough;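 note: 0% = neutral control wells and 100% = positive control wells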
Arrestin-AP2 inh = inhibitors of beta-arrestin/AP2 binding, primary screen, biochemical, GPCR trafficking, flow cytometry; beta-arrestin 1 C-terminal peptide binding to AP2 beta2-adaptin appendage (human); FITC-arrestin peptide / GST-AP2 beads; AP2 beta2 appendage carries R879A mutation; inhibition, % at 10 µM; hit rate 0.31% among 340,000; AID 504490, 2011;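 active = inhibition above a set limit, near 3 SD of compounds lacking own fluorescence, cut at about 54% in these data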;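 note: plate controls were DMSO wells for no effect and 5 µM unlabelled arrestin peptide for full effect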
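Measured by: flow cytometry, FL1 (488/535 nm); Material: AP2 appendage R879A on GSH beads; Evaluation: percent response; Timing: pre-incubation 12 min, peptide binding 1 h, room temperature; Also added: 50 nM FITC-arrestin peptide; Medium: PBS with 0.05% Tween 20 and 0.1% BSA.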
MOR-DOR inv ag = inverse agonists of MOR-DOR heterodimerization, primary screen, cell-based, luminescence; hit rate 0.21% among 340,000; AID 504357, 2011; Mu-type opioid receptor (Homo sapiens) + Delta-type opioid receptor (Homo sapiens), …; inhibition, % at 9.3 µM; cell-based MOR-DOR heterodimer luminescence, inverse agonism; in the data active = inhibition above about 22%, passing the limit was not always enough;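 note: 0% = cells with DMSO and 100% = wells without cells with DMSO; values of inactives mirror those of a sister screen read the other way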
Target sequence (P35372 whole entry, looked up): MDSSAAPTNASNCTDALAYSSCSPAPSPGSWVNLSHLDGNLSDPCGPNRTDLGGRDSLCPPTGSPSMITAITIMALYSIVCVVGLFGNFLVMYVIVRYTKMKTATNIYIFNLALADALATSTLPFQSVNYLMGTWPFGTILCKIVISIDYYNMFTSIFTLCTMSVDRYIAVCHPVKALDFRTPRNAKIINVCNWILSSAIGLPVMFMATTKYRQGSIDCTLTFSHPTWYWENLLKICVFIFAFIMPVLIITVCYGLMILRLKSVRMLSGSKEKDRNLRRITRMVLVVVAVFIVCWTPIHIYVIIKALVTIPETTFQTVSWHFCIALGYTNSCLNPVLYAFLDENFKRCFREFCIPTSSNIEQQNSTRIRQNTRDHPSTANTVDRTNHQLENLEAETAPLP
Target sequence (P41143 whole entry, looked up): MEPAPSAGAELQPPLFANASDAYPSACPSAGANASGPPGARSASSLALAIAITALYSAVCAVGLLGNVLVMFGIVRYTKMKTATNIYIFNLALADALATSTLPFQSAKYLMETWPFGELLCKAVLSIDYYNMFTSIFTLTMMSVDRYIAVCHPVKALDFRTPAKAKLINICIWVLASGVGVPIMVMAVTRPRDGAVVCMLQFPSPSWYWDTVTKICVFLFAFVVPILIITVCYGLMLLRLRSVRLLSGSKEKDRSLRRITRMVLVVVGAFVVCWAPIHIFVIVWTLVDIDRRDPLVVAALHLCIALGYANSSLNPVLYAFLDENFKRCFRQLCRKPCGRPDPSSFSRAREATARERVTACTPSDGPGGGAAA
V-ATPase pH = regulators of yeast V-ATPase proton pumping, primary screen, pHLuorin cytosolic pH fluorescence; hit rate 0.37% among 350,000; response, % at 10 µM; AID 504577, 2011; S. cerevisiae; in the data active = response mostly above about 7.3%, no sharp cut-off; inactive = mostly below about 5.4%; note: actives read high; inactives centre near 0; some compounds called inactive have numbers as strong as hits; reference of the scale not given here
DSG3 Ab inh = inhibitors of pemphigus antibody binding to DSG3, primary screen, biochemical, bead-based, flow cytometry, scFv-GFP. Desmoglein-3 (Homo sapiens), P32926. AID 588358, 2011. hit rate 0.48% among 310,000. binding (percent of control), % at 10 µM. DSG3-coupled beads, scFv-anti-DSG3-GFP binding; hits give low values;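 active = binding more than 3 SD below its plate's average and above zero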;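 note: hits lower antibody fragment binding to DSG3; some compounds called inactive have numbers as strong as hits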
OPRM1-OPRD1 ag = agonists of OPRM1-OPRD1 heterodimerization, primary screen, cell-based, luminescence; cells; activation, % at 9.3 µM; Mu-type opioid receptor (Homo sapiens) + Delta-type opioid receptor (Homo sapiens), …; AID 504326, 2011; hit rate 0.3% among 340,000; in the data active = activation above about 18%;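 note: 0% = vehicle-treated cells and 100% = reference agonist; values of inactives mirror those of a sister screen read the other way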
LANA DNA inh = inhibitors of KSHV C-LANA binding to DNA, primary screen, biochemical, fluorescence polarization, FAM-LBS DNA, MBP-C-LANA, single point; Kaposi's sarcoma herpesvirus LANA C-terminal domain (residues 932-1162) DNA binding; inhibition, % at 9 µM; hit rate 0.078% among 340,000; AID 504423, 2011;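 active = highest replicate inhibition at or above 60% at 9 µM, even if other replicates fall short; inactive = all replicates below 60% inhibition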;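 note: 0% = neutral control wells and 100% = 4 µM acridine orange control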
Keap1-Nrf2 PPI = Keap1-Nrf2 protein-protein interaction inhibitors, primary screen, biochemical, fluorescence polarization, single point; Kelch-like ECH-associated protein 1 (Homo sapiens), Q14145; hit rate 0.15% among 340,000; inhibition, % at 9.4 µM; Keap1 Kelch-Nrf2 peptide fluorescence polarization, 1536-well; AID 504523, 2011; in the data active = inhibition above about 12%;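 note: human Keap1 Kelch domain with fluorescein labeled Nrf2 9mer peptide probe; 0% = neutral control wells and 100% = peptide positive control; higher means more block of Keap1 binding to Nrf2 peptide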
* marks the source's active call; other numbers are inactive results; . = no result given. This is a subset, so the mix of outcomes need not match the whole.

SMILES	Cardiac RTF inh	RTF Ca sens act	Wnt act	Arrestin-AP2 inh	MOR-DOR inv ag	V-ATPase pH	DSG3 Ab inh	OPRM1-OPRD1 ag	LANA DNA inh	Keap1-Nrf2 PPI
COc1ccc(CCn2c(O)c(C=NCCCN(C)C)c(=O)[nH]c2=O)cc1OC	4.5	0.6	1.1	47.7	6.1	4.4	.	-1.2	0.6	-1.2
COC(=O)C1=C(c2ccc(OC)c(OC)c2)C[C@@H]2CC[C@H]1N2C(=O)NCc1ccc(F)cc1	-4.6	1.5	-1.6	17.2	-9.1	-2.3	99.2	1.5	0.0	3.8
O=c1c(C=NCCN2CCNCC2)c(O)n(C2CCCCC2)c(=O)n1C1CCCCC1	-7.1	1.4	.	-1.8	-5.8	-5.0	100.1	1.0	0.5	-7.7
Cc1cc(N(CCCl)CCCl)ccc1C=Cc1ccncn1	-94.7	78.6*	1.8	2.1	-9.2	7.9	96.3	1.7	-0.1	-4.1
N=C1c2ccccc2CN1NC(=O)c1ccccc1	7.6	0.0	12.0	10.8	-16.7	-3.2	104.0	3.6	-0.6	1.8
Cc1c2ccncc2c(C)c2c1[nH]c1ccccc12	10.1	4.1	-6.3	16.2	5.6	-2.3	147.6	-1.0	1.0	-2.8
COC(=O)C1=C(c2ccccc2)C[C@@H]2CC[C@H]1N2C(=O)NC1CC1	-14.8	6.2	1.1	-5.8	4.3	-0.4	98.3	-0.8	0.3	-1.5
CCCCn1c(O)c(C(C)=Nc2ccc(OCC)cc2)c(=O)[nH]c1=O	7.6	0.6	.	3.3	-24.3	-3.7	108.2	4.5	-0.9	-5.0
CCN(C(=O)COC(=O)c1cc(C)n(C2CC2)c1C)c1ccccc1	-10.1	-1.1	0.2	-5.6	10.2	-5.2	.	-2.7	0.1	-3.1
C[C@]12CC[C@H](OC(=O)CCC(=O)O)CC1=CCC1C2CC[C@@]2(C)C1CC[C@@H]2OC(=O)CCC(=O)O (stereo partly specified)	-0.4	2.1	-4.5	5.8	0.2	6.2	91.9	-0.1	-0.4	-4.5
CN1CCN(c2ccc([N+](=O)[O-])c(N/N=C3\CN4CCC3CC4)c2)CC1	-1.1	-7.0	-7.0	7.2	2.4	-1.2	100.9	-0.5	-1.6	-1.6
CCCC12CN3CCN(CC(C3)/C1=N\NC(=O)c1ccncc1)C2	1.8	0.5	-2.5	-13.0	0.8	-2.2	102.5	-0.1	0.4	-4.3
Nc1ccc(C2(c3ccc(N)cc3)CCCCC2)cc1	-6.8	0.2	0.1	-16.1	4.3	0.4	110.9	-0.9	1.3	-2.4
Cc1[nH]c2ccccc2c1CCN	-4.2	3.7	-3.4	22.0	-14.8	-1.0	114.7	2.7	1.1	-3.1
COC(=O)C1=C(c2ccc(-c3ccccc3)c(F)c2)C[C@@H]2CC[C@H]1N2C(=O)NCc1ccc(F)cc1	0.4	-1.8	-1.5	27.3	5.1	0.9	105.9	-0.9	1.0	2.7
COc1cccc(-c2nn(CCC#N)cc2C(=O)Nc2ccccc2Cl)c1	-9.4	7.2	0.6	3.8	-3.5	-1.4	115.5	0.7	2.3	-3.2
N#Cc1c(/N=C/c2c(O)n(Cc3ccco3)c(=O)[nH]c2=O)sc2c1CCCC2	-13.1	4.2	.	36.1	-5.6	-9.5	107.4	1.0	0.1	-8.3
N#CCCn1cc(C=C2C(=O)NC(=O)NC2=O)c(-c2ccccc2)n1	-8.5	-1.9	-2.0	3.8	3.9	1.8	99.9	-0.8	-1.2	-0.6
O=[N+]([O-])c1ccccc1CNCCc1c[nH]c2ccccc12	3.9	-2.5	0.6	38.0	11.1	-2.9	96.1	-2.4	-0.1	-0.5
CC(C)OC(=O)C1C(=O)NC2(C)CC1c1ccccc1O2 (stereo unspecified)	-8.2	-7.2	-6.4	1.3	8.9	-4.5	.	-1.5	1.2	-1.0
Nc1cccc2c1Cc1cc([N+](=O)[O-])ccc1-2	-3.5	-4.0	-2.1	-21.2	-10.8	0.5	90.4	2.0	3.1	-7.8
CN(C)CCN(CC1CCCN(Cc2ccccc2F)C1)C(=O)Cc1c(F)cccc1F (stereo unspecified)	-14.2	0.8	1.8	-5.5	10.7	-0.8	107.7	-2.1	-0.4	-7.0
Oc1ccc(-[n+]2c(-c3ccccc3)cc(-c3ccccc3)cc2-c2ccccc2)cc1	2.1	5.0	-21.9	5.4	-48.2	5.7	98.5	8.9	-3.3	0.0
Cc1nnc2n1-c1ccc(Br)cc1C(c1ccccc1Cl)=NC2	-4.8	1.1	-1.7	-27.8	10.2	0.8	97.7	-1.8	-1.1	1.4
CN1[C@@H]2CCC[C@H]1CC(=O)C2	-2.1	-3.0	-3.7	-3.5	7.6	-1.4	100.5	-1.4	-1.3	-3.6
O=C(C1CCC(=O)N1Cc1ccccc1Cl)N1CCC2(CC1)OCCO2 (stereo unspecified)	-6.2	0.9	.	-3.4	3.6	-1.2	102.9	-0.7	-2.4	-4.6
COc1cc(N2CCOCC2)ccc1/C=C1\C(=O)NC(=O)N(Cc2ccc3c(c2)OCO3)C1=O	-7.7	-3.0	4.2	13.0	13.3	4.6	114.6	-2.5	1.2	-0.5
COC(=O)C1=C(c2cc3ccccc3s2)C[C@@H]2CC[C@H]1N2C(=O)NCc1ccccc1	5.7	12.8	-3.6	-0.4	17.0	-4.0	103.6	-3.2	0.3	-2.8
O=C(c1ccccc1)c1ccc(N=Nc2c(O)[nH]c(=O)[nH]c2=O)cc1	0.8	2.2	3.0	17.4	5.9	-1.1	69.5*	-1.1	-1.1	1.9
CC/C(=N\Nc1ccccc1)c1c(O)[nH]c(=O)[nH]c1=O	-4.6	-1.3	4.1	-6.9	21.3	-0.3	96.6	-4.2	-0.8	1.9
Cc1cc(/C=C2/C(=O)NC(=O)N(Cc3ccco3)C2=O)c(C)n1-c1ccc(C(=O)O)cc1	-5.0	-0.3	0.1	-2.9	13.3	-0.8	99.3	-2.6	9.2	-6.0
CC(Cc1ccccc1)NC(=O)CN1CCCC1=O (stereo unspecified)	5.2	-2.8	-3.0	.	12.8	-8.3	101.9	-2.5	-0.6	-9.8
CN(CC=CCN(C)P(=S)(N1CC1)N1CC1)P(=S)(N1CC1)N1CC1	-3.9	4.7	-6.3	-14.5	12.6	-3.5	94.1	-2.5	-2.9	-1.7
C=C[C@@H]1C2=CCOC(=O)C2=CO[C@H]1O[C@@H]1O[C@H](CO)[C@@H](O)[C@H](O)[C@H]1O	-10.4	-2.8	-4.6	-2.9	10.4	1.3	107.0	-1.9	6.0	0.3
CN(C)C(=O)Oc1ccc(Br)c2ccccc12	-4.9	-1.0	-1.1	0.5	11.7	-1.8	115.7	-2.4	-0.1	-2.6
O=[N+]([O-])c1ccc(CNCCc2ccccc2)cc1	-6.3	-0.3	-1.8	3.0	1.1	3.4	98.0	-0.2	-5.6	-3.5

An excerpt from above in order of heavy-atom count, highest first:
SMILES	Cardiac RTF inh	RTF Ca sens act	Wnt act	Arrestin-AP2 inh	MOR-DOR inv ag	V-ATPase pH	DSG3 Ab inh	OPRM1-OPRD1 ag	LANA DNA inh	Keap1-Nrf2 PPI
COC(=O)C1=C(c2cc3ccccc3s2)C[C@@H]2CC[C@H]1N2C(=O)NCc1ccccc1	5.7	12.8	-3.6	-0.4	17.0	-4.0	103.6	-3.2	0.3	-2.8
C=C[C@@H]1C2=CCOC(=O)C2=CO[C@H]1O[C@@H]1O[C@H](CO)[C@@H](O)[C@H](O)[C@H]1O	-10.4	-2.8	-4.6	-2.9	10.4	1.3	107.0	-1.9	6.0	0.3
CN1[C@@H]2CCC[C@H]1CC(=O)C2	-2.1	-3.0	-3.7	-3.5	7.6	-1.4	100.5	-1.4	-1.3	-3.6

Record cards, from the list above:
`CN(CC=CCN(C)P(=S)(N1CC1)N1CC1)P(=S)(N1CC1)N1CC1` reads Cardiac RTF inh: -3.9; RTF Ca sens act: 4.7; Wnt act: -6.3; Arrestin-AP2 inh: -14.5; MOR-DOR inv ag: 12.6; V-ATPase pH: -3.5; DSG3 Ab inh: 94.1; OPRM1-OPRD1 ag: -2.5; LANA DNA inh: -2.9; Keap1-Nrf2 PPI: -1.7
`Cc1cc(/C=C2/C(=O)NC(=O)N(Cc3ccco3)C2=O)c(C)n1-c1ccc(C(=O)O)cc1` reads Cardiac RTF inh: -5.0; RTF Ca sens act: -0.3; Wnt act: 0.1; Arrestin-AP2 inh: -2.9; MOR-DOR inv ag: 13.3; V-ATPase pH: -0.8; DSG3 Ab inh: 99.3; OPRM1-OPRD1 ag: -2.6; LANA DNA inh: 9.2; Keap1-Nrf2 PPI: -6.0
`C=C[C@@H]1C2=CCOC(=O)C2=CO[C@H]1O[C@@H]1O[C@H](CO)[C@@H](O)[C@H](O)[C@H]1O` reads Cardiac RTF inh: -10.4; RTF Ca sens act: -2.8; Wnt act: -4.6; Arrestin-AP2 inh: -2.9; MOR-DOR inv ag: 10.4; V-ATPase pH: 1.3; DSG3 Ab inh: 107.0; OPRM1-OPRD1 ag: -1.9; LANA DNA inh: 6.0; Keap1-Nrf2 PPI: 0.3

The results go on.
SMILES	Cardiac RTF inh	RTF Ca sens act	Wnt act	Arrestin-AP2 inh	MOR-DOR inv ag	V-ATPase pH	DSG3 Ab inh	OPRM1-OPRD1 ag	LANA DNA inh	Keap1-Nrf2 PPI
CCC(C)(C)c1ccc(O)cc1	-5.3	1.0	-2.1	3.7	-1.0	8.6	106.6	0.2	1.1	-6.2
CCC(=NCCO)c1c(O)n(C2CCCCC2)c(=O)[nH]c1=O	-1.9	5.0	.	6.8	4.2	-0.4	102.8	-0.7	1.0	-1.2
CC(=O)N1CN2CN(C(C)=O)CC(C(=O)c3ccc(Br)cc3)(C2)C1	-1.6	1.9	.	-1.5	5.2	1.1	103.9	-0.9	1.3	3.3
O=C1C2(Cl)C3(Cl)C4(Cl)C(Cl)(Cl)C5(Cl)C3(Cl)C1(Cl)C5(Cl)C24Cl (stereo unspecified)	-6.7	0.3	-2.9	26.5	-82.6	0.6	102.3	15.4	-0.5	-2.9
S=C(N1CCCCCC1)N1CC1	3.7	-9.5	16.3	-0.9	7.6	-3.2	93.2	-1.5	.	-1.4
